MT stabilizer – microtubule stabilization, imaging screen; HeLa tubulin immunostaining HCS, 24 h; share of cells brighter than vehicle mean+2SD; % tubulin-high responders, % at 10 µM; actives 0.83% (n = 200,000);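 active means plate Z-score above 3 for both tubulin-high and condensed-nucleus cell shares, with cell loss under 80%, at 10 µM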;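 further: anti alpha tubulin signal scored within the nucleus-defined area of each cell; some results filed as inactive read as strong as hits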
WT yeast gro inh – growth inhibition of WT yeast, mitochondrial fusion screen. mitochondrial fusion phenotypic screen, WT strain. inhibition, % at 10 µM. actives 2.1% (n = 190,000). AID 1362; in the data active means inhibition above about 58%; tested in S. cerevisiae
Autophagy HCS – autophagy modulation, high-content screen; MEF GFP-LC3 puncta imaging; test concentration mostly 10 µM; calls only at 10 µM (by protocol); actives 0.98% (n = 190,000);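 active means percentage of spot-positive cells more than 3 SD above its plate mean, without a fluorescence outlier flag or 80% toxicity; inconclusive means no clear call, values can overlap the other calls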;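 further: spot-positive cell cutoff set from DMSO-treated cells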
HIV fusion peptide – cell-free HIV fusion peptide-binding blockers – biochemical, uHTS, fluorescence dequenching, primary screen (AID 1986). cell-free peptide binding, fluorescence dequenching, 30 min; higher % means a stronger effect. one-dose inhibition, % at 20 µM; IC50 in µM for titrated hits. actives 0.3% (n = 290,000); in the data active means inhibition mostly above about 52%, no sharp cut-off; inactive means mostly below about 76%; further: some results filed as inactive read as strong as hits
Dynein transport – blocks dynein driven cargo transport along microtubules; 3617.4 mouse cells, GR-EGFP nuclear translocation imaging; test concentration mostly 20 µM; stimulated with dexamethasone, 1 µM; active compounds read low; z-score, hits read low; actives 0.47% (n = 220,000); AID 1381;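 active means plate z-score of nuclear minus cytoplasmic receptor signal below a set negative limit, without overly bright fluorescence or cell loss, cut at about -3.5 in these data, passing the limit was not always enough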;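 further: z-score of nuclear minus cytoplasmic ring GR-EGFP intensity difference per well; some compounds called inactive have numbers as strong as hits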
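Buffer or medium: Induction medium lacking tetracycline, stripped serum | Also added: Dexamethasone agonist, 1.0 µM final, for 30 min | Timing: 48 h induction, 1 h compound, 30 min dex at 37 °C | Detection: Formaldehyde fixation, Hoechst nuclear stain, 10x automated fluorescence imaging | Measure: Nuclear versus cytoplasmic GR-EGFP signal, averaged per well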
AID2073 – disruptors of CaV2.2 binding to Mint1 – biochemical, HTRF (AID 2073) | actives 0.19% (n = 290,000) | HTRF protein-protein interaction, Mint1-CaV2.2; higher % means a stronger effect | inhibition, % at 20 µM; hits with a dose series show IC50 in µM; in the data active means inhibition mostly above about 51%, no sharp cut-off; inconclusive means no clear call, values can overlap the other calls; inactive means mostly below about 53%; further: some results filed as inactive read as strong as hits
Insulin prom up – MIN6 insulin promoter up-regulation; MIN6 insulin promoter-GFP reporter, high-content imaging; active compounds read high; z-score at 5 µM; actives 0.3% (n = 190,000);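 active means z-score above 3 at 5 µM with at least 500 cells counted in the well; inconclusive means wells under 500 cells, flagged as cytotoxic or low count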
b-catenin transl – modulators of beta-catenin nuclear translocation. HeLa beta-catenin nuclear translocation, immunofluorescence imaging. nuclear translocation activity, % at 5 µM. actives 0.3% (n = 190,000);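 active means nuclear translocation activity above 50% at 5 µM, with a well cell count of 50 or more; inconclusive means wells under 50 cells across six images, flagged as toxic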;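 further: per-cell ratio of nuclear to cytoplasmic median beta-catenin stain intensity; plate controls were DMSO negative control for no effect and GSK-3 inhibitor IX positive control for full effect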
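Test system: human HeLa cells, endogenous beta-catenin. Times: 24 h compound exposure, 37°C. Measured by: beta-catenin immunofluorescence imaging with DAPI.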
Yfh1-off respiration – enhancers of respiration in Yfh1-depleted yeast, dose response, Friedreich's ataxia, plus single-dose screen (AID 1465). S. cerevisiae Yfh1-off respiration, WST-1 reduction, 72 h; higher fold induction means a stronger effect. fold induction at 50 µM; hits with a dose series show EC50 in µM. actives 0.074% (n = 220,000);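 active means fold induction of absorbance versus untreated yeast above a set limit, then at least 30% activation at any dose in follow-up; inconclusive means repeats straddling the limit, or above it without dose testing; inactive means fold induction below the set limit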;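 further: activators that raise dye reduction in frataxin-depleted yeast; strong numbers were not always called active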
WT yeast gro inh mutant strain – further read-out of WT yeast gro inh, marked with its call; inhibition, %; mitochondrial fusion phenotypic screen, mutant strain inhibition
Dynein transport cytoplasmic EGFP – second read-out of Dynein transport, no call of its own (marks repeat the call); z-score; measured here: cytoplasmic GR-EGFP intensity; active compounds read high
Dynein transport nuclear GR-EGFP – second read-out of Dynein transport, no call of its own (marks repeat the call); z-score; measured here: nuclear GR-EGFP intensity;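 lower value marks the stronger effect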
Dynein transport cell count – also measured in Dynein transport; calls as there; z-score; measured here: cell count per field
Insulin prom up cell count – recorded beside Insulin prom up, whose call it bears; cell count; measured here: cytotoxicity, nuclei count;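 total cells summed across four imaged fields per well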
b-catenin transl cell count 5 µM – second read-out of b-catenin transl, no call of its own (marks repeat the call); cell count; measured here: cell count, cytotoxicity flag
MT stabilizer Hoechst-high % – further read-out of MT stabilizer, marked with its call; % Hoechst-high responders; measured here: nuclear condensation Hoechst responders;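 share of cells brighter than vehicle mean plus two SD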
MT stabilizer cytotoxicity % – recorded beside MT stabilizer, whose call it bears; toxicity, %; measured here: cytotoxicity by cell density;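 0% = mean cell density of plate MIN control wells and 100% = no cells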
Autophagy HCS cell loss 18 h – further read-out of Autophagy HCS, marked with its call; toxicity, %; measured here: cell loss, nuclei count;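 cell loss after 18 h compound exposure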
Active calls of the source: *; i = inactive; ? = inconclusive; . = no result given; + = active, no number.

SMILES	MT stabilizer	MT stabilizer Hoechst-high %	MT stabilizer cytotoxicity %	WT yeast gro inh	WT yeast gro inh mutant strain	Autophagy HCS	Autophagy HCS cell loss 18 h	HIV fusion peptide	Dynein transport	Dynein transport cytoplasmic EGFP	Dynein transport nuclear GR-EGFP	Dynein transport cell count	AID2073	Insulin prom up	Insulin prom up cell count	b-catenin transl	b-catenin transl cell count 5 µM	Yfh1-off respiration
O=C(c1cc(S(=O)(=O)N2CCOCC2)c(Cl)cc1Cl)N1CCCCC1CO (stereo not drawn)	.	.	.	.	.	.	.	1.3%	0.35	-0.092	0.21	-0.45	12%	0.11	1106	-0.9	1313	i
Cc1ccc(SCC(=O)NCc2ccncc2)cc1	2.2	2.0	5.2	-11	2	i	6	3.1%	0.12	-0.23	0.19	-0.019	11%	0.3	1234	-4.3	552	i
Cn1cnnc1SCC(=O)NNC(=O)COc1ccc(Cl)cc1	4.7	1.6	6.5	2	4	i	14	-3.3%	-0.15	-0.18	-0.11	0.56	-4%	.	.	0.8	1111	i
O=c1oc2cc(Oc3ccc(C(F)(F)F)cc3[N+](=O)[O-])ccc2c2c1CCC2	2.2	2.4	2.5	11	-5	i	0	2.3%	0.22	0.064	0.18	0.017	4%	0.21	1581	-2.9	1136	i
Cc1ccccc1OCc1nc(C#N)c(N2CCCC2)o1	5.5	3.6	1.4	-21	-5	i	2	-2.0%	1	-0.15	0.53	0.11	-14%	-0.7	1485	-1.7	1009	i
COC(=O)Cn1c(=NC(=O)c2ccc(Cl)s2)sc2cc(C)ccc21	2.9	2.3	1.0	10	10	i	-8	0.2%	0.92	-0.27	0.35	-0.34	11%	0.06	1173	-0.8	954	i
Cc1occc(=O)c1O	3.5	2.3	5.5	-5	-8	i	1	2.6%	0.29	-0.19	0.59	0.52	-4%	.	.	.	.	i
CC1(C)CC(=O)C2=C(C1)N(Cc1ccco1)C(=O)C2(NC(=O)c1cccnc1)C(F)(F)F (stereo not drawn)	1.8	3.1	18	-12	-17	i	32	0.0%	-0.5	-0.38	-0.64	0.74	6%	1.1	1259	-2.7	841	i
COc1c[nH]n(C2CCCCC2)c(=O)c1=O	5.9	4.3	3.2	12	52	i	-3	-0.7%	-0.099	-0.3	0.038	0.26	-5%	-0.11	1168	1.4	1117	i
Cc1ccn(C(=O)c2ccc(NC(=O)C3CC3)cc2)n1	2.6	1.2	3.7	-14	-18	i	7	0.6%	-0.79	-0.23	-0.079	0.32	28%	-0.02	1387	1.1	1022	i
COc1cc(/C=C2\SC(=S)N(NS(=O)(=O)c3ccc(C)cc3)C2=O)cc(OC)c1OC	.	.	.	.	.	.	.	24%	-0.49	-0.24	-0.29	0.73	0%	-0.21	1062	-0.4	1322	i
COCCn1c(-c2ccc(OC)cc2)nc2oc3cc(OC)ccc3c(=O)c2c1=O	2.8	1.8	4.7	13	-50	i	4	-2.5%	0.54	0.12	0.062	-1.2	13%	.	.	.	.	i
CCOC(=O)NC(=O)CSc1nnc(C2CC2)n1Cc1ccco1	1.5	2.5	7.6	6	9	i	18	0.3%	-0.52	-0.2	-0.39	0.23	9%	-0.41	1153	-3.5	1123	i
CCN(C1CCCCC1)S(=O)(=O)c1ccc(S(=O)(=O)NCc2ccncc2)cc1	2.1	1.9	3.5	-16	0	i	-6	0.8%	1.6	-0.13	1.8	-1.9	?	.	.	.	.	i
COC(OC)c1ccc(C#N)c(=O)[nH]1	9.1	1.5	12	10	-6	i	0	-0.2%	0.58	-0.31	0.38	-0.44	12%	-0.33	1274	-4.4	1105	i
Cc1ccnc(SCC(=O)Nc2c(C)n(C)n(-c3ccccc3)c2=O)n1	1.2	0.8	7.3	1	0	i	24	-0.2%	0.72	0.2	0.89	-0.36	-6%	-0.23	915	.	.	i
CNc1ccc(/C=C/C(=O)c2ccc(C)cc2)cc1[N+](=O)[O-]	4.5	2.9	7.0	-10	-14	i	-1	-1.7%	-0.95	-0.22	-0.66	0.45	10%	-1	1393	2.5	980	i
O=C(/C=C/c1ccco1)Nc1ccccc1C(=O)O	3.2	0.6	2.3	4	0	i	-12	58%	1.4	-0.17	1	-1.2	57%	0.07	1464	0.7	1603	i
O=C(CSc1ccc(-c2cccs2)nn1)N1CCCCC1	7.7	3.0	5.8	-5	3	i	6	1.2%	-0.36	-0.11	-0.31	0.21	-67%	-0.99	1281	2.0	1074	i
CC(=O)OC(C(=O)NC1CCCCC1)c1ccc(C#N)cc1 (stereo not drawn)	1.7	1.1	6.5	-1	3	i	-2	0.9%	0.089	-0.2	-0.15	0.58	-4%	-0.25	1229	-3.4	904	i
Cn1cccc1C(=O)OCC(=O)Nc1ccc2c(c1)CCC2	2.3	1.9	9.0	1	1	i	-8	1.5%	-0.26	0.039	0.064	0.13	9%	0.22	1260	-4.3	1026	i
CC1Cc2ccccc2N1C(=O)c1ccc2c(c1)nnn2C (stereo not drawn)	3.7	0.8	21	-20	-7	i	-2	-1.8%	-0.1	-0.28	0.08	0.032	9%	0.02	1262	0.9	1228	i
CCOC(=O)Nc1oc2ccccc2c(=O)c1C	3.5	0.6	27	-15	-2	i	-2	0.8%	0.5	-0.25	0.7	0.32	5%	.	.	-7.0	1173	i
Cn1c(N)c(C(=O)CSc2nc(N)cc(N)n2)c(=O)n(C)c1=O	1.9	2.4	5.0	2	13	i	7	0.2%	0.011	-0.34	-0.55	0.43	-24%	-0.54	1268	-1.1	1055	i
CCCC(=O)Nc1sc(C)c(C)c1C#N	1.2	3.2	17	2	-8	i	0	-1.0%	2.3	-0.12	2.2	-1.8	6%	-0.67	1324	0.7	1533	i
COc1ccc2[nH]cc(C(=O)CN3CCN(C4CCCCC4)CC3)c2c1	3.1	2.4	5.6	7	-3	i	11	-1.5%	-0.77	-0.23	-0.49	2.2	10%	-0.11	946	0.0	1141	i
CC(C)NC(=O)NC(=O)CSc1nnc(-c2ccccc2F)n1N	2.8	1.0	13	-12	-1	i	-4	-0.1%	0.72	-0.18	0.28	0.16	-1%	-0.26	1364	-2.4	1153	i
OC1(c2cccnc2)CCN(Cc2nnnn2C2CCCCC2)CC1	2.3	2.0	6.9	-3	1	i	-5	-2.1%	-0.59	-0.22	-0.13	0.62	-6%	0.57	1546	-0.2	1386	i
CN(C)c1nc(OCCNC(=O)Nc2ccccc2)nc(N2CCCCC2)n1	2.6	0.7	9.4	-1	-6	i	-10	-0.6%	0.21	-0.073	0.49	-0.27	-11%	0.35	1367	1.9	1007	i
O=C(NC1CCCC1)C(c1ccc(O)cc1)N(CC1CCCO1)C(=O)C1COc2ccccc2O1 (stereo not drawn)	1.7	1.3	8.7	.	.	i	2	3.1%	-0.76	-0.2	-0.37	0.68	-7%	-0.57	1279	-5.6	1013	i
Cc1ccc(Nc2nc(C)cc(C)c2C(N)=O)cc1	3.4	1.7	6.6	-13	3	i	6	2.5%	-0.35	-0.23	-0.19	2	0%	-0.22	919	.	.	i
CCN(CC)S(=O)(=O)c1ccc(-c2nnc(SCc3nnc(-c4ccc(C)cc4)o3)n2CC)cc1	1.3	1.1	3.9	-11	-30	i	42	-0.6%	-0.34	0.84	0.34	-0.22	0%	-1.6	752	2.8	1161	i
Cc1ccc(NC(=O)CN2CCc3ccccc3C2)cc1F	.	.	.	.	.	.	.	2.4%	-0.2	-0.26	-0.065	0.32	5%	0.01	1019	1.3	1215	i
Cc1c(O)cc2c(c1O)C(=O)CC(c1ccccc1)O2 (stereo not drawn)	.	.	.	.	.	.	.	-0.2%	-0.43	-0.82	0.13	0.18	6%	0.19	1159	-0.1	1145	i
COC(C[C@H]1O[C@H]1[C@H](O)[C@H](C)OCc1ccccc1)OC	.	.	.	.	.	.	.	2.6%	-0.26	-0.78	-0.08	0.52	-1%	-0.02	980	1.6	1280	i
Cc1ccc(CNC(=O)CCCC(=O)O)cc1	0.8	1.5	14	-20	-1	i	-7	-0.8%	0.016	-0.39	-0.031	0.26	1%	0.68	894	0.9	987	i
c1ccc(-n2ncc3c2ncn2c(C4CCCCC4)nnc32)cc1	2.8	3.6	6.3	3	2	i	15	2.0%	0.44	-0.32	0.81	0.45	9%	-0.09	1471	-6.3	949	i
CCc1nnc(NC(=O)C(CC)c2ccccc2)s1 (stereo not drawn)	4.3	3.0	6.1	9	2	i	-5	0.4%	-0.2	-0.32	-0.48	1.2	0%	0	1300	-3.4	542	i
CC1=C([N+](=O)[O-])C(c2ccccc2)C2=C(N1)c1ccccc1C2=O (stereo not drawn)	9.9*	16*	41*	23	20	+	45*	2.9%	0.73	-0.22	0.38	-0.69	-11%	0.17	976	-2.4	1114	i
Cc1cccc(N2CCN(C(=O)c3cccc(S(=O)(=O)N4CCc5ccccc5C4)c3)CC2C)c1 (stereo not drawn)	2.9	1.7	5.1	16	-7	i	12	0.6%	-1.6	-0.18	-0.63	0.32	22%	-2.2	916	1.2	1088	i

High-throughput results: PubChem, several laboratories
